# PPARg SRC-3 ag = agonists of human PPARgamma SRC-3 coactivator recruitment; activation, % at 8 µM; biochemical PPARgamma/SRC-3 coactivator recruitment assay; 0.26% of 200,000 active; P37231; in the data active means activation above about 23%;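 further: 0% = DMSO and 100% = reference agonist; some compounds past the cut are filed as inactive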
# TR-FRET SRC-2 ct = TR-FRET artefact, counter-screen to PPARgamma/SRC-2 agonist assay. 0.4% of 200,000 active. TR-FRET ratio at 8 µM. AID 1049. hits give high values; in the data active means TR-FRET ratio above about 2000; further: inactives centre near 1500
# STAT3 act = STAT3 signaling activation | U3A cells, IL-6 STAT3-luciferase reporter, luminescence; 100% = signal with IL-6 EC80 alone | activation (% of control), % at 5.6 µM | 0.91% of 190,000 active | AID 871;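 active means activation above the screen-wide mean of compound activation plus 3 SD, cut at about 130% in these data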;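 further: 0% = background luminescence of wells with medium and substrate only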
#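 System – human U3A cells carrying STAT3-luciferase construct · Probe or stimulus – Interleukin-6, 33 ng/mL · Schedule – compound 1 h, then IL-6 6 h at 37 °C · Signal – luminescence from STAT3-driven luciferase reporter · Evaluation – percent of IL-6-only median luminescence · Benchmarks – IL-6-only high control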
# PPARg SRC1 recr = promotes SRC-1 coactivator recruitment by human PPARgamma | activation, % at 8 µM | PPARgamma-SRC-1 coactivator recruitment biochemical assay | AID 631 | P37231 | 0.41% of 200,000 active; in the data active means activation above about 19%;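 further: 0% = DMSO and 100% = reference agonist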
# bIAP inhibitor = blocks bovine intestinal alkaline phosphatase activity. purified bovine IAP, CDP-star luminescence, 30 min. inhibition, % at 20 µM. 190,000 tested, under 10 active. AID 1019;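 active means over 50% inhibition of intestinal alkaline phosphatase at 20 µM in the single-dose screen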
#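 Assay system – bovine IAP enzyme · Quantity – bovine IAP at 1/65,000,000 final dilution · Detection – CDP-star luminescence signal · Times – 30 min reaction at room temperature · Also added – CDP-star substrate at 30 µM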
# bIAP act = intestinal alkaline phosphatase (bovine) activation; purified bovine IAP, CDP-star luminescence, 30 min; hits give high values; fold of DMSO-control signal, blank-subtracted; activation factor at 20 µM; 0.17% of 200,000 active; AID 1016;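 active means activation factor of 2 or more at 20 µM, a signal rise over negative controls twice the positive control's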
# TNAP act hi DEA = increases human TNAP activity under high phosphate acceptor concentration; P05186; purified TNAP, CDP-star luminescence, 1 M DEA, 30 min; hits give high values; 0 = EDTA background, 1 = DMSO-only activity; activation factor at 20 µM; 200,000 tested, under 10 active;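 active means activation factor at least 2 at 20 µM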
# Target sequence (P05186 whole entry, looked up): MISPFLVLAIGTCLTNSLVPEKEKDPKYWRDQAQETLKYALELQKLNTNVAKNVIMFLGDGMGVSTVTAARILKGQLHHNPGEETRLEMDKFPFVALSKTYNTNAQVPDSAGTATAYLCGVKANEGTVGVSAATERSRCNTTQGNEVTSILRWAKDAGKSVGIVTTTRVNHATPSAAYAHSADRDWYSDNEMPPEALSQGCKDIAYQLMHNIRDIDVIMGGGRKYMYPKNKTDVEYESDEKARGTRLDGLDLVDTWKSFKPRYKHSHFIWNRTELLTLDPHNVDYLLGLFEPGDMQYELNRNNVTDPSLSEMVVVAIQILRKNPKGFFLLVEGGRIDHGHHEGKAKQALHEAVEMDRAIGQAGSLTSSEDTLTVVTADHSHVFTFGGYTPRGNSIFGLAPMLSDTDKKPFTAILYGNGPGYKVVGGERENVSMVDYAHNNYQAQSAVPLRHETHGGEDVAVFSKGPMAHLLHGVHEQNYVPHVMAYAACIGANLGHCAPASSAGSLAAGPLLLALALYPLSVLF
#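 Assay system: human TNAP; Input: enzyme diluted 1/800 final; Reagent: CDP-star luminogenic substrate at 100 µM final; Timing: 30 min, room temperature; Signal: luminescence; Evaluation: TNAP activation factor scaled between EDTA and DMSO control wells.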
# STAT3 blocker = STAT3 signaling inhibition; 0.89% of 190,000 active; inhibition, % at 5.5 µM; U3A cells, IL-6 STAT3-luciferase reporter, luminescence; host cell line lacks STAT1;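 active means inhibition above the mean inhibition across all screened compounds plus 3 SD, cut at about 44% in these data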;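 further: 0% = DMSO only wells and 100% = 100 µM nifuroxazide control wells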
# ROMK primary = modulators of human ROMK potassium channel; P48048; Tet-inducible ROMK, thallium flux fluorescence; actives lie on both sides; B-score at 10 µM; 2% of 130,000 active;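 active means signal ratio slope over the read window, or its plate-corrected B-score, at least 3 SD from the plate mean, either direction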;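 further: B-score of the F/F0 ratio slope over 7 to 12 s after thallium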
# Target sequence (P48048 whole entry, looked up): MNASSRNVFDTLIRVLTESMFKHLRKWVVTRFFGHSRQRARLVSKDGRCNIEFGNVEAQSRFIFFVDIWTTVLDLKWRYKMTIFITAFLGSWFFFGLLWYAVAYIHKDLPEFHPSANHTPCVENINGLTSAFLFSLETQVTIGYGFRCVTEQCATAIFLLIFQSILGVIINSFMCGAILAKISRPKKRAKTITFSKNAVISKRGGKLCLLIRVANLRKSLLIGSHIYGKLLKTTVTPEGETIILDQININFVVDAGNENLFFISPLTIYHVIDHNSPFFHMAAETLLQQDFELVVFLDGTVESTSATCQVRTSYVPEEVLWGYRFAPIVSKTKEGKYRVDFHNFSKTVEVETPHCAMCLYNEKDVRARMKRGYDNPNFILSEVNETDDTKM
# PPARg SRC-2 ag = agonists of SRC-2 recruitment by human PPARgamma; P37231; PPARgamma LBD-SRC-2 recruitment, biochemical; activation, % at 8 µM; 0.34% of 200,000 active; AID 1032; in the data active means activation above about 22%;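 further: 0% = vehicle and 100% = reference agonist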
# STAT1 blocker = STAT1 signaling inhibition; inhibition, % at 5.5 µM; 0.35% of 200,000 active; NIH 3T3 STAT1-luciferase reporter, IFN-gamma, luminescence;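 active means inhibition above a set limit, the mean inhibition across all tested compounds plus 3 SD, cut at about 34% in these data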;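 further: 0% = IFN-gamma with DMSO and 100% = IFN-gamma with 300 µM nifuroxazide; values of inactives mirror those of a sister screen read the other way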
# Active calls of the source: *; x = no result given.
no.	Molecule	PPARg SRC-3 ag	TR-FRET SRC-2 ct	STAT3 act	PPARg SRC1 recr	bIAP inhibitor	bIAP act	TNAP act hi DEA	STAT3 blocker	ROMK primary	PPARg SRC-2 ag	STAT1 blocker
1	Cc1ccc(C(=O)NCCNc2nc3cc(C)c(C)cc3cc2C)cc1	4.1	1433	110.3	-6.6	-31.4	1.3	1	-4.0	-0.871	2.2	-4.3
2	O=C(COC(=O)c1ccc([N+](=O)[O-])s1)NC(c1ccccc1)c1ccccc1	1.0	1387	102.5	-2.5	9.6	0.9	1.1	-3.0	0.569	-0.1	1.8
3	O=C(Nc1ccc(Nc2ccccc2)cc1)C1CC1	3.0	1530	91.1	10.0	6.7	0.9	1.1	13.4	x	9.5	-7.2
4	Cc1ccc(S(=O)(=O)Nc2ccc(Cl)cc2C(=O)c2ccccc2)cc1	-3.9	1552	99.7	4.9	-15.8	1.2	1	-4.8	x	-3.6	11.9
5	O=C1OC(Cc2ccccn2)C(O)=C1C1=NCCCN1 (stereo unspecified)	5.1	1652	100.5	-0.8	-1.2	1	1	-1.7	-0.0167	6.7	-11.7
6	O=C(CCN1CCOCC1)NCC1COc2ccccc2O1 (stereo unspecified)	12.8	1666	95.2	1.2	-4.5	1	1	8.5	1.17	5.5	7.3
7	O=C(/C(Cl)=C/Nc1ccc(Br)cn1)C(F)(F)F	-0.9	1718	95.0	0.1	-2.5	1	1	10.7	-0.206	5.5	0.0
8	CCCC(=O)Nc1c(C)nn(C(=O)CCC)c1C	-1.4	1377	110.7	-3.3	-3.4	1	0.9	-5.9	x	-5.2	-9.3
9	CN(C)CCNC(=S)NC1CCCCC1	3.8	1629	88.8	7.2	6.4	0.9	1.1	17.9	-0.976	11.8	5.4
10	Cc1nc(OCc2c(C)noc2C)c2ccccc2n1	1.4	1477	100.9	-2.3	-1.1	1	1	4.0	-0.0324	6.6	5.3
11	CCN(CC)S(=O)(=O)c1cc(C(=O)OCC(=O)c2ccc3c(c2)NC(=O)CO3)ccc1Cl	-12.6	1539	92.3	-2.5	6.8	0.9	1	9.5	0.521	-0.8	4.1
12	CCOC(=O)CSc1cc(C)nc(NC(C)=O)n1	7.6	1543	104.5	7.9	-4.4	1	1	0.4	x	5.9	-7.5
13	Cn1c(=O)n(CCCOc2ccc(Br)cc2)c2ccccc21	-0.6	1373	84.3	-8.8	-3.3	1	1	23.3	x	1.1	-2.1
14	O=C(N1CCN(c2ccccc2)CC1)C12CC3CC(CC(C3)C1)C2	-2.9	1491	99.4	-0.1	5.7	0.9	1	1.1	x	-4.3	-7.2
15	COC(=O)c1nn(-c2ccccc2)c(=O)cc1O	-0.4	1433	105.0	-4.0	-5.1	1.1	1.1	2.8	1.45	-5.2	-8.7

# The final 5 entries of the part before are carried over, then new ones follow.
no.	Molecule	PPARg SRC-3 ag	TR-FRET SRC-2 ct	STAT3 act	PPARg SRC1 recr	bIAP inhibitor	bIAP act	TNAP act hi DEA	STAT3 blocker	ROMK primary	PPARg SRC-2 ag	STAT1 blocker
11	CCN(CC)S(=O)(=O)c1cc(C(=O)OCC(=O)c2ccc3c(c2)NC(=O)CO3)ccc1Cl	-12.6	1539	92.3	-2.5	6.8	0.9	1	9.5	0.521	-0.8	4.1
12	CCOC(=O)CSc1cc(C)nc(NC(C)=O)n1	7.6	1543	104.5	7.9	-4.4	1	1	0.4	x	5.9	-7.5
13	Cn1c(=O)n(CCCOc2ccc(Br)cc2)c2ccccc21	-0.6	1373	84.3	-8.8	-3.3	1	1	23.3	x	1.1	-2.1
14	O=C(N1CCN(c2ccccc2)CC1)C12CC3CC(CC(C3)C1)C2	-2.9	1491	99.4	-0.1	5.7	0.9	1	1.1	x	-4.3	-7.2
15	COC(=O)c1nn(-c2ccccc2)c(=O)cc1O	-0.4	1433	105.0	-4.0	-5.1	1.1	1.1	2.8	1.45	-5.2	-8.7
16	CN(C1CCCCC1)S(=O)(=O)Cc1ccccc1	-5.6	1379	87.6	-3.5	13.1	0.9	1.1	20.6	0.367	3.9	1.9
17	CCOC(=O)C1(CCCc2ccccc2)CCN(C(=O)[C@@H]2C[C@@H](C)NC(=S)N2)CC1	-2.7	1513	111.1	-6.5	17.0	0.8	1.1	0.0	0.137	-6.9	-4.8
18	COC(=O)Cn1c(=NC(=O)c2ccc(S(=O)(=O)N3CCc4ccccc4C3)cc2)sc2cc(OC)ccc21	3.4	1600	102.2	2.5	7.7	0.9	1	-5.3	0.381	15.2	-3.3
19	Cc1ccccc1NC(=S)NCCC(c1ccccc1)c1ccccc1	0.6	1464	95.5	7.3	-10.0	1.1	1.2	10.4	x	6.4	6.4
20	Cc1ccc(Cn2c(SCC(=O)N/N=C/c3ccc(C)o3)nc3ccccc32)cc1	9.5	1374	101.1	4.9	36.3	0.6	1	-1.0	-0.135	1.1	0.1
21	COc1cccc(C2/C(=C(/O)c3cnn(-c4ccccc4)c3C)C(=O)C(=O)N2CCN(C)C)c1 (stereo unspecified)	6.2	1618	103.7	-3.3	24.9	0.8	1	0.0	0.023	-1.6	9.9
22	Cc1[nH][nH]c(=O)c1C(c1ccc(-c2ccc(Cl)cc2Cl)o1)c1c(C)[nH][nH]c1=O	-10.7	1527	107.5	0.9	-16.2	1.2	1	-10.8	-2.61	-7.9	-9.7
23	COc1ccc(CNC(=O)[C@H](C)NC(=O)C2CCN(S(=O)(=O)c3ccc(C)cc3)CC2)cc1	4.7	1435	95.5	5.1	-17.7	1.2	1	8.4	0.67	-3.9	-2.0
24	O=C(Cc1cccs1)Nc1cccnc1	6.1	1494	95.2	1.3	18.3	0.8	1.1	6.4	0.661	2.4	-0.7
25	O=c1c2cc(Br)ccc2[nH]c(=S)n1Cc1cccnc1	10.6	1561	112.4	1.7	1.0	1	1	-8.9	x	-0.8	2.5
26	COC(=O)c1ccccc1NC(=O)CN1CCC(n2nnc3cc(C(F)(F)F)ccc32)CC1	3.0	1432	117.5	1.5	-3.6	1	1	-23.1	-0.618	-0.1	7.7
27	CC(C)NS(=O)(=O)c1ccc(CCC(=O)N2CCOCC2)cc1	0.3	1696	106.2	5.9	4.1	1	1	-4.2	x	11.9	5.9
28	O=C(CSc1nnnn1-c1ccc2c(c1)OCCO2)N1CCc2ccccc21	-1.8	1492	99.8	1.5	10.6	0.9	1	4.5	-0.616	-1.9	-3.3
29	COc1cccc(N2CCN(C(=S)Nc3cccc(C)c3)CC2)c1	5.7	1620	80.3	-1.6	1.7	1	1.1	29.5	x	8.8	10.0
30	Cc1cccc(-c2nsc(SCC(=O)Nc3ccc4c(c3)OCO4)n2)c1	-4.4	1347	106.6	-2.0	5.1	0.9	1	-13.3	x	-2.6	-8.6

# Next section; it opens with the two that closed the last part.
no.	Molecule	PPARg SRC-3 ag	TR-FRET SRC-2 ct	STAT3 act	PPARg SRC1 recr	bIAP inhibitor	bIAP act	TNAP act hi DEA	STAT3 blocker	ROMK primary	PPARg SRC-2 ag	STAT1 blocker
29	COc1cccc(N2CCN(C(=S)Nc3cccc(C)c3)CC2)c1	5.7	1620	80.3	-1.6	1.7	1	1.1	29.5	x	8.8	10.0
30	Cc1cccc(-c2nsc(SCC(=O)Nc3ccc4c(c3)OCO4)n2)c1	-4.4	1347	106.6	-2.0	5.1	0.9	1	-13.3	x	-2.6	-8.6
31	O=C(OCc1c(Cl)cccc1Cl)c1cccnc1	2.3	1575	101.4	3.8	13.5	0.9	1	2.4	-1.27	0.5	6.3
32	COc1cccc(/C=C/C(=O)OC(C)C(=O)Nc2c(C)n(C)n(-c3ccccc3)c2=O)c1 (stereo unspecified)	-2.2	1396	102.8	3.1	-19.9	1.2	1	2.6	0.841	-9.0	18.8
33	S=C1NC[C@H](c2ccccc2)N1CC1CCCCC1	0.4	1676	x	3.2	37.2	0.6	1.1	x	x	6.9	8.4
34	COc1ccc(C(C(=O)NC2CCCC2)N(Cc2ccccc2)C(=O)CNC(=O)c2ccco2)cc1 (stereo unspecified)	2.4	1533	101.0	3.2	-5.3	1.1	1.1	-4.4	0.816	0.5	1.4
35	Nc1ccccc1OCCOCCOCCOc1ccccc1N	6.9	1452	104.4	3.1	1.7	1	1	-2.1	-0.773	5.7	-1.9
36	O=C(NCc1ccccc1)NC(=O)c1ccccc1	-1.8	1397	105.3	6.2	10.4	0.9	1.1	-3.1	-0.164	7.3	-5.1
37	C=CCNC(=S)N1CCN(CCN=CC2=C(O)CC(c3ccco3)CC2=O)CC1 (stereo unspecified)	5.5	1505	102.9	6.8	4.6	1	1	-2.0	x	6.9	11.7
38	CCOC(=O)N1CCC(n2c(=S)[nH]c3cc(OC)c(OC)cc3c2=O)CC1	-0.1	1523	97.6	2.1	-5.1	1.1	1	7.7	x	-2.3	7.2
39	CC(C)(C)c1ccc(CNc2cc(N3CCOCC3)ccc2[N+](=O)[O-])cc1	-5.3	1470	102.2	-5.8	11.4	0.9	0.9	8.9	x	0.6	-5.1
40	COc1ccc(NC(=S)Nc2ccc3cn[nH]c3c2)cc1	-1.5	1628	91.5	1.9	1.9	1	1	17.7	0.345	-2.4	-4.1
41	O=C(CN1CCN(Cc2ccccc2)CC1)c1ccc(Br)cc1	-7.2	1383	102.4	3.4	-2.2	1	1	6.1	-1.77	0.4	-6.1
42	O=C(CSc1nnc(-c2ccc(OC(F)F)cc2)o1)N1CCOCC1	-7.5	1464	105.8	-3.4	3.1	1	1.1	-1.9	1.09	-3.4	-15.9
43	Cc1cc(C(=O)CSc2nnc(-c3ccncc3)n2-c2ccccc2)c(C)n1C	-6.5	1534	98.3	-7.4	-1.9	1	1	9.5	0.541	-0.1	2.9
44	CCOC(=O)c1[nH]c2ccccc2c1NC(=O)Nc1ccc(OC)cc1	18.0	1752	141.3*	8.1	6.1	0.9	1	-33.5	x	5.2	13.2
45	CCOc1ccc(NC(=O)C(C)Oc2ccccc2C(=O)Nc2ccc(C)c(Cl)c2)cc1 (stereo unspecified)	5.5	1426	149.0*	8.0	-0.1	1	1.1	-61.2	x	-4.1	-9.6
46	N#Cc1nc(Cc2cccc3ccccc23)oc1N1CCOCC1	5.8	1650	102.4	-3.0	-3.4	1	1.1	2.5	x	1.5	-5.0
47	O=C(NC(Cc1c[nH]c2ccccc12)c1nnc2n1CCCCC2)c1ccc(Cl)cc1 (stereo unspecified)	-10.1	1544	91.0	-3.2	-5.4	1.1	1	12.9	x	0.6	7.1
48	CN(C(=O)c1ccc(-c2nn(C)c(=O)c3ccccc23)cc1)c1ccccc1	-3.3	1370	90.5	-7.4	6.2	0.9	1	11.4	-0.253	5.5	10.3

# Results in TNAP act hi DEA (3 entries from above):
cpd	Compound	TNAP act hi DEA
33	S=C1NC[C@H](c2ccccc2)N1CC1CCCCC1	1.1
34	COc1ccc(C(C(=O)NC2CCCC2)N(Cc2ccccc2)C(=O)CNC(=O)c2ccco2)cc1 (stereo unspecified)	1.1
35	Nc1ccccc1OCCOCCOCCOc1ccccc1N	1

# Screening results as filed in PubChem BioAssay.

# The order is random; any-hit rate near 3.7%.
